Rtt109 HAT inh – inhibitors of Candida albicans Rtt109/Vps75 histone acetyltransferase; hit rate 0.16% among 330,000; inhibition, % at 34.9 µM; AID 540336; purified Rtt109/Vps75, ThioGlo CoA-SH fluorescence, 4 h;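 active = inhibition of at least 50% in every replicate; inconclusive = best replicate reaches 50% inhibition but some replicates fall short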
Target sequence (Q5AAJ8 whole entry, looked up): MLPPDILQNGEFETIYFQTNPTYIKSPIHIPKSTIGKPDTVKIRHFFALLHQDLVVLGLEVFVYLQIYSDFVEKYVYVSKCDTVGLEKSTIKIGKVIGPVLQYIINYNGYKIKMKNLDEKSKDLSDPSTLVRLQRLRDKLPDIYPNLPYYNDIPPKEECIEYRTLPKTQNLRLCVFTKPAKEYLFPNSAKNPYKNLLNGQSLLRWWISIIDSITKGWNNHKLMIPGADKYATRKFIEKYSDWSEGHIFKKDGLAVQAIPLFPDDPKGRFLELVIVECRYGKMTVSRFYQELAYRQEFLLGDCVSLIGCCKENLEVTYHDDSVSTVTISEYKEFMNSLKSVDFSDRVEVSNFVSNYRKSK
MITF TRPM1 HTS – MITF TRPM1 promoter activation in melanoma cells; AID 588334; SK-MEL-5 TRPM1-promoter luciferase, 24 h; % of positive control, neutral wells = 0; activation, % at 12.5 µM; hit rate 0.75% among 300,000;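 active = mean activation of at least 80% with every replicate also reaching 80%; inconclusive = mean reaches 80% but some replicate falls short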;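 note: 0% = neutral control wells and 100% = parthenolide positive control wells; values of inactives mirror those of a sister screen read the other way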
PvdQ acylase – P. aeruginosa PvdQ acylase inhibition | purified PvdQ acylase, fluorescence plate reader | hit rate 0.063% among 340,000 | AID 488965 | inhibition, % at 10 µM; in the data active = inhibition above about 30%, passing the limit was not always enough; inconclusive = no clear call, values can overlap the other calls;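 note: 0% = vehicle neutral wells and 100% = reference inhibitor wells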
SR-BI DiI-HDL act – SR-BI HDL lipid transfer activation | CHO ldlA[mSR-BI] cells, DiI-HDL uptake fluorescence, 3 h; 100 = double the neutral-control signal | activation, % at 12.5 µM | hit rate 0.096% among 320,000 | AID 504775;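 active = mean replicate activation of at least 60% and every replicate at or above 60%; inconclusive = mean or all-replicate condition met, but not both; inactive = mean below 60% and not all replicates reaching 60%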;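 note: 0% = median plate neutral-control signal and 100% = twice that signal; values of inactives mirror those of a sister screen read the other way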
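Test system: SR-BI-overexpressing, LDLR-lacking CHO cells. Measured by: DiI fluorescence, bottom read. Medium: Ham's F12 with 0.5% BSA, HEPES 25 mM, pH 7.4. Timing: 3 h uptake period with compound, 37 °C.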
CAL PDZ FP-1 – inhibitors of human CAL PDZ peptide binding. Q9HD26. purified CAL PDZ, TMR-peptide fluorescence polarization, 1 h. inhibition, % at 24.9 µM. hit rate 0.92% among 300,000. AID 602252;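 active = mean inhibition of at least 30% with at least half of replicates also reaching 30%; inconclusive = no clear call, values can overlap the other calls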;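 note: 0% = DMSO neutral control and 100% = excess unlabeled competitor peptide PRC23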
dFosB act – mouse delta FosB homodimer activation; P13346; purified delta FosB, TAMRA-CDK5 oligo fluorescence polarization; percent of positive-control signal above neutral wells; activation, % at 25 µM; hit rate 0.99% among 340,000;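 active = mean activation above about 17%, with every replicate also reaching it, limit read from the data, passing the limit was not always enough; inconclusive = only one of the two conditions met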;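 note: fluorescence polarization rise as delta FosB binds a TAMRA Cdk5 AP-1 oligo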
PfHsp90 set2 – reduces growth (ATP signal) of yeast expressing P. falciparum Hsp90; S. cerevisiae expressing PfHsp90, BacTiter-Glo ATP, 48 h; yeast lacking PDR1 and PDR3 efflux regulators; inhibition, % at 9.4 µM; hit rate 0.32% among 310,000; AID 504621;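 active = every replicate shows inhibition above about 80%, whatever the replicate mean, limit read from the data; inconclusive = mean inhibition reaches the set limit but some replicate falls short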;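 note: 0% = DMSO neutral controls and 100% = 20 µM radicicol positive controls; yeast relying on Plasmodium falciparum Hsp90 in place of its own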
NSD2 HMT inh – NSD2 (human) methyltransferase inhibition. O96028. hit rate 0.54% among 310,000. NSD2 peptide methylation, AlphaScreen, 120 min. inhibition, % at 12.5 µM. AID 743445; in the data active = inhibition above about 50%
CAL PDZ FP-2 – blocks peptide binding to human CAL PDZ domain; purified CAL PDZ, TMR-peptide fluorescence polarization, 1 h; inhibition, % at 20 µM; hit rate 0.02% among 330,000; AID 504414;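 active = highest replicate inhibition of at least 40%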;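 note: plate controls were DMSO neutral control wells for no effect and unlabeled competitor peptide control wells for full effect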
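material = purified tagged CAL PDZ domain construct (CerCALP) | buffer or medium = sodium phosphate/NaCl buffer pH 7.4 with TCEP, IgG, Thesit | reagent = TMR-labelled reporter peptide T*-PRC34 bound in PDZ groove | incubation = 1 h room-temperature incubation prior to read | measured by = fluorescence polarization (mP) | evaluation = percent inhibition from loss of millipolarization | control set = unlabelled peptide and DMSO controls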
SR-BI HDL uptake – inhibitors of mouse SR-BI mediated HDL lipid uptake; inhibition, % at 12.5 µM; hit rate 0.96% among 320,000; ldlA[mSR-BI] CHO cells, DiI-HDL uptake fluorescence, 3 h; AID 488896;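 active = mean replicate inhibition of at least 70% and a set share of replicates each scoring 70 or more; inconclusive = meets just one of the two criteria; inactive = fails both criteria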;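 note: 0% = median of neutral control wells and 100% = median of positive control wells; values of inactives mirror those of a sister screen read the other way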
Target sequence (Q61009 whole entry, looked up): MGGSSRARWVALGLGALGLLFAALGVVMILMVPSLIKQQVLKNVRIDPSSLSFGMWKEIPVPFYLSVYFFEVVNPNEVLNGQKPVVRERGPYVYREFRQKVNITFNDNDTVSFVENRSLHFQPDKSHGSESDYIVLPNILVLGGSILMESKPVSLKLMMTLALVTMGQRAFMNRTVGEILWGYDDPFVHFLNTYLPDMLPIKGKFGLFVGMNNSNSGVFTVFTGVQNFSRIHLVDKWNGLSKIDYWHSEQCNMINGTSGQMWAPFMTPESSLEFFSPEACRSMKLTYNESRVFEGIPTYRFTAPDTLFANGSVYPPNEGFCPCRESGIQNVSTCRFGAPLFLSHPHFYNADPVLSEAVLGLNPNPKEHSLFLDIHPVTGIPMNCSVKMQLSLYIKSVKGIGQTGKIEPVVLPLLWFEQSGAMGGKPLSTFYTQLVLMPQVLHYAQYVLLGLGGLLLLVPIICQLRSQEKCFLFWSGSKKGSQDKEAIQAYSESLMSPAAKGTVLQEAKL
* hit, by the source's call; ? = inconclusive; nt = not tested or not shown.

Rtt109 HAT inh	MITF TRPM1 HTS	PvdQ acylase	SR-BI DiI-HDL act	CAL PDZ FP-1	dFosB act	PfHsp90 set2	NSD2 HMT inh	CAL PDZ FP-2	SR-BI HDL uptake	SMILES
nt	-7	3	8	0	-1	-5	3	-1.9	-8	O=C(CSc1ccccc1)Nc1ccc(Cl)c(S(=O)(=O)N2CCOCC2)c1
7	-28	3	-34	-6	-7	nt	nt	0.0	34	O=C1CCCC(O)=C1C(C#Cc1ccccc1)C1=C(O)CCCC1=O
4	0	-15	-7	-3	-10	-3	6	-0.2	7	CC(=O)c1cc(-c2ccccc2)n(CCC(=O)NCc2cccs2)c1C
16	13	-3	8	-4	-1	-12	-1	-3.4	-8	O=C(CNC(=O)c1ccccc1)N/N=C/c1ccccc1Cl
-2	-1	-13	21	0	0	10	0	0.0	-21	Cc1nc(SCC(=O)NC2CCS(=O)(=O)C2)c2c(C)c(C)sc2n1 (stereo unspecified)
2	-11	-11	-11	-1	-6	15	-2	-0.1	11	CC(=O)Nc1cccc(NC(=O)C(=O)NCC(c2ccco2)N2CCc3ccccc32)c1 (stereo unspecified)
-10	-1	-13	-13	-5	6	13	2	-0.8	13	Cc1cc(C)n(-c2c(F)c(F)c(CN3CCCCC3)c(F)c2F)n1
-2	88*	-11	-5	-5	-5	-2	-3	nt	5	Cc1nc2ccc(NC(=O)Cc3cccs3)cc2s1
3	18	-6	27	-1	-10	-17	-3	0.5	-27	COC(=O)NNC(=O)c1ccc(C(C)(C)C)cc1
0	nt	8	4	-3	-3	-11	5	-1.8	-4	COc1ccc2c(c1OC)C(=O)N1C2SC[C@H]1C(=O)NCCC(C)C (stereo partly specified)
0	-18	-16	4	nt	-1	4	1	-4.1	-4	CC(NC(=S)NNS(=O)(=O)c1cccc([N+](=O)[O-])c1)c1ccccc1 (stereo unspecified)
-1	1	11	-1	-3	2	0	nt	-0.5	1	Cc1noc(C)c1S(=O)(=O)N(C)C[C@H]1Oc2ccc(NC(=O)NC(C)C)cc2C(=O)N([C@H](C)CO)C[C@@H]1C

(more compounds)
Rtt109 HAT inh	MITF TRPM1 HTS	PvdQ acylase	SR-BI DiI-HDL act	CAL PDZ FP-1	dFosB act	PfHsp90 set2	NSD2 HMT inh	CAL PDZ FP-2	SR-BI HDL uptake	SMILES
-11	43	3	7	0	-3	20	4	-3.1	-7	COCCN1C(=O)/C(=C/c2ccc(N3CCCC3)cc2C)SC1=S
7	0	-13	8	-2	-11	8	1	-1.3	-8	CC(=O)c1cccc(NC(=O)Cn2nc(-c3ccccc3Cl)ccc2=O)c1
-3	-9	-11	-9	1	1	12	-1	-5.4	9	CCN1C(=O)c2ccc(C(=O)NCc3ccco3)cc2C1=O
11	-1	-12	8	nt	-6	nt	-3	-0.1	-8	COc1ccc(-n2c(SCC(=O)NNC(=O)c3ccccc3C)nnc2-c2ccncc2)cc1
-5	48	8	-1	0	3	7	2	-17	1	Cc1cc(NCc2ccccn2)ccc1Br
19	-10	7	20	6	-9	9	0	-0.5	-20	CC(C)Cn1c(-c2csc(C(C)C)c2)n[nH]c1=S
1	0	-7	-11	nt	-6	8	1	-0.3	11	CC(C)NC(=O)C(=O)Nc1cc2c3c(c1)C(C)C(=O)N3CCC2 (stereo unspecified)
4	-1	-14	12	2	-16	-25	-1	-0.6	-12	CC(=O)N1CCC(C(=O)OCc2ccc(Cl)cc2)(c2ccccc2)CC1
-1	4	-6	8	-2	-5	-3	-2	-2.6	-8	CC1(c2ccccc2)NC(=O)N(CC(=O)Nc2cc3c(cc2Br)OCCO3)C1=O (stereo unspecified)
-5	11	-16	5	-4	1	12	nt	0.5	-5	COC(C[C@@H](O)[C@@H](C)[C@@H](O)COCc1ccccc1)OC
-1	-2	-9	1	-4	-4	1	-2	-1.4	-1	Cc1ccc2c(c1)C(c1ccccc1)CC(=O)O2 (stereo unspecified)
5	10	-11	nt	-1	-7	-5	4	-1.2	nt	COc1ccc(N2CCN(CCCNC(=O)Nc3ccccc3)CC2)cc1

Later entries:
Rtt109 HAT inh	MITF TRPM1 HTS	PvdQ acylase	SR-BI DiI-HDL act	CAL PDZ FP-1	dFosB act	PfHsp90 set2	NSD2 HMT inh	CAL PDZ FP-2	SR-BI HDL uptake	SMILES
-11	-4	-7	10	0	-6	-9	-1	-5.2	-10	OC(CNCCc1ccc(Cl)cc1)COc1cc(Cl)ccc1Cl (stereo unspecified)
1	-6	-11	15	3	2	9	-1	-1.2	-15	CCOC(=O)C1C(=O)OC2(CCOC(C)(C)C2)C1C(=O)OCC (stereo unspecified)
25	1	-1	22	-1	3	-5	2	-1.8	-22	O=C(Nc1ccnn1C1CCN(C(=O)Cc2ccccc2F)CC1)C1CC1
8	19	-1	15	nt	-5	22	-2	-0.8	-15	CN(C)C(CNC(=O)c1ccc(S(=O)(=O)NCc2ccco2)cc1)c1ccccc1 (stereo unspecified)
-1	-6	-8	-6	nt	-4	-2	-2	0.3	6	CC1CCN(C(=O)CN(c2ccccc2)S(=O)(=O)N(C)C)CC1
2	6	-2	5	17	-12	1	-1	0.2	-5	CC1CCCCN1C(=O)COC(=O)C1CCN(S(=O)(=O)c2ccc(Cl)c(C(F)(F)F)c2)CC1 (stereo unspecified)
?	-6	15	8	0	4	-22	1	0.0	-8	Cc1ccc(N2C(=O)C(Cl)=C(N3CCN(C)CC3)C2=O)c(C)c1
-3	8	-5	-12	-7	2	-16	-2	30	12	COCc1cc(C)nc(SCc2ccccc2)c1C#N
-8	nt	-8	5	-2	-7	8	-2	-0.3	-5	Cc1onc(-c2ccccc2)c1C(=O)N/N=C/c1cccs1
5	nt	-1	-2	nt	-5	0	nt	-0.8	2	CCC1CCCCN1C(=O)CCn1c(=O)oc2ccccc21 (stereo unspecified)
2	28	-18	-77	-1	-8	0	nt	-0.2	77*	Cc1c(C(=O)Nc2ccncc2)sc2nc(-c3ccc(F)cc3)cn12
-22	-7	-19	31	-6	8	-9	nt	-1.2	-31	O=C(Cc1ccc(F)cc1)N1CCN=C1SCc1cccc([N+](=O)[O-])c1

Next section:
Rtt109 HAT inh	MITF TRPM1 HTS	PvdQ acylase	SR-BI DiI-HDL act	CAL PDZ FP-1	dFosB act	PfHsp90 set2	NSD2 HMT inh	CAL PDZ FP-2	SR-BI HDL uptake	SMILES
0	7	-3	-9	-3	-5	-18	nt	-1.1	9	CCOc1cc(-c2sc(Nc3ccccc3)n[n+]2C)ccc1OC
-9	10	-9	-3	0	-11	23	-3	-1.4	3	O=C(COC(=O)c1cc(=O)[nH]c2ccccc12)NC1CCCCCCC1
-10	nt	-5	-7	-9	-7	-1	nt	-2.9	7	CCNc1nc(N)c(C(=O)c2ccc(Cl)s2)s1
-2	-11	-2	-26	0	2	2	nt	-0.3	26	NS(=O)(=O)c1ccc(NC(=O)COc2ccc(C(=O)c3ccc(F)cc3)cc2)cc1
0	-14	6	6	2	-7	17	nt	0.1	-6	CC(C)C(c1nnnn1C1CCCCC1)N1CCc2ccccc21 (stereo unspecified)
23	nt	10	15	nt	-5	12	-1	-0.8	-15	Cn1nc(C(F)(F)F)c(-c2cccc(C(F)(F)F)c2)c1NC(=O)c1nccnc1C(=O)O
-2	-1	-18	-51	-1	-4	5	-2	-1.3	51	O=C(CNCc1ccc(F)cc1)Nc1ccc(C(=O)N2CCCCC2)cc1
4	-12	6	-30	0	-8	-4	1	-0.5	30	CCc1ccc(N/C(SCc2ccccc2C)=C(/C#N)C(=O)NCc2ccco2)cc1
-11	17	-6	32	6	-2	-31	0	0.4	-32	CN(C)CCNC(=O)/C=N/O
7	-7	-11	21	1	-1	3	-6	-0.4	-21	CCC(=O)NCC(=O)OCC(=O)c1ccccc1
-1	2	-13	-5	-3	-4	6	-2	-0.6	5	O=C(NCc1ccccn1)c1ccc(Cl)c(S(=O)(=O)NCc2ccccc2)c1

In the list so far, these contain two or more sulfur atoms.
Rtt109 HAT inh	MITF TRPM1 HTS	PvdQ acylase	SR-BI DiI-HDL act	CAL PDZ FP-1	dFosB act	PfHsp90 set2	NSD2 HMT inh	CAL PDZ FP-2	SR-BI HDL uptake	SMILES
nt	-7	3	8	0	-1	-5	3	-1.9	-8	O=C(CSc1ccccc1)Nc1ccc(Cl)c(S(=O)(=O)N2CCOCC2)c1
-2	-1	-13	21	0	0	10	0	0.0	-21	Cc1nc(SCC(=O)NC2CCS(=O)(=O)C2)c2c(C)c(C)sc2n1 (stereo unspecified)
-2	88*	-11	-5	-5	-5	-2	-3	nt	5	Cc1nc2ccc(NC(=O)Cc3cccs3)cc2s1
0	-18	-16	4	nt	-1	4	1	-4.1	-4	CC(NC(=S)NNS(=O)(=O)c1cccc([N+](=O)[O-])c1)c1ccccc1 (stereo unspecified)
-11	43	3	7	0	-3	20	4	-3.1	-7	COCCN1C(=O)/C(=C/c2ccc(N3CCCC3)cc2C)SC1=S
19	-10	7	20	6	-9	9	0	-0.5	-20	CC(C)Cn1c(-c2csc(C(C)C)c2)n[nH]c1=S
-10	nt	-5	-7	-9	-7	-1	nt	-2.9	7	CCNc1nc(N)c(C(=O)c2ccc(Cl)s2)s1
